Xi reactivation: activators of X-chromosome reactivation in mouse fibroblasts; AID 743238; activation, % at 7.58 µM; 360,000 tested, 0.055% active; XiGFP mouse fibroblasts, % GFP-positive cells imaging, 3 d; cells co-treated with 5-aza-dC sensitizer; scaled so ellipticine positive control = 100%;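 active = mean normalized replicate activation at least 10% and every replicate at or above 10%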;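 note: 0% = median of on-plate neutral control wells and 100% = ellipticine 6 µM median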
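assay system = SV40-immortalized XiGFP fibroblast cells, line 68-5-11 | buffer or medium = DMEM plus 5-aza-dC sensitizer | doses = single-point pinned compound dosing | times = 3-day compound exposure, then 15 min fixation at room temperature | benchmarks = positive control ellipticine, 6 µM final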
S100A4 inh HTS: inhibitors of human S100A4 binding to myosin IIA peptide | AID 652163 | inhibition, % at 10.7 µM | S100A4/TAMRA-MyoIIA peptide fluorescence polarization | P26447 | 360,000 tested, 0.14% active;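 active = mean inhibition of at least 70% across replicates, with every replicate also reaching that level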
Target sequence (P26447 whole entry, looked up): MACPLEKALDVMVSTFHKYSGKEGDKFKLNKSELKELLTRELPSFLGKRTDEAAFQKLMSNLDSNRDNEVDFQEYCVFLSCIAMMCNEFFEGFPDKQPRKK
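Test system – S100A4 monomer (human) · Compound – single-point compound testing · Schedule – 5 min incubation before reading · Probe or stimulus – TAMRA-labelled myosin IIA heavy-chain peptide probe, 5 nM · Benchmarks – neutral control DMSO, positive control TFP · Medium – Calcium-containing HEPES buffer, pH 7.2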
RAD54 inh: inhibitors of human RAD54 branch migration; Q92698; RAD54 Holliday junction branch migration, FAM/BHQ fluorescence; inhibition, % at 10.4 µM; 360,000 tested, 0.14% active; AID 602329;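 active = mean normalized replicate activity at least 40 and at least half of replicates scoring 40 or more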;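 note: 0% = median of neutral control wells and 100% = median of positive control wells; inhibitors cause a drop in the FAM fluorescence signal; in these data hits start at about 50%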
Target sequence (Q92698 whole entry, looked up): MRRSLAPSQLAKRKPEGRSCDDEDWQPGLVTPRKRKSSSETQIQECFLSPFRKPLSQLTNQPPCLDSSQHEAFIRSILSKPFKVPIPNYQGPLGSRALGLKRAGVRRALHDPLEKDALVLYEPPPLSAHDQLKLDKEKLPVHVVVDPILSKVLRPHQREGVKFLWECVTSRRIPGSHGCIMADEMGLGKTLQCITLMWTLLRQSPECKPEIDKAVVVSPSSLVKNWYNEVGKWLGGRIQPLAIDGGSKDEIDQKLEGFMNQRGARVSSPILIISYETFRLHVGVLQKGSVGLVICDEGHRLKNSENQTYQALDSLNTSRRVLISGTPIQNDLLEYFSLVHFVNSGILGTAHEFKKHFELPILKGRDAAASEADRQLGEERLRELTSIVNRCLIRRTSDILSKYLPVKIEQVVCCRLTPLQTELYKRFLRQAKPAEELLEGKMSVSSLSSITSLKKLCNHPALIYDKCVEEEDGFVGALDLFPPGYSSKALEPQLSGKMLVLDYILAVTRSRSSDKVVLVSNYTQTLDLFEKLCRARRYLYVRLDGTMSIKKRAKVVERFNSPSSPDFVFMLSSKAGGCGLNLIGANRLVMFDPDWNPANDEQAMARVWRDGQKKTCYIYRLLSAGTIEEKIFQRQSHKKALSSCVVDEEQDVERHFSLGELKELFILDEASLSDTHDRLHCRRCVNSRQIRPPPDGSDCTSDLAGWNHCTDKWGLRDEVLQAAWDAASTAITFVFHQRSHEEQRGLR
RAD52 inh: inhibitors of human RAD52 DNA annealing; P43351; recombinant RAD52 DNA annealing, FRET fluorescence; inhibition, % at 18.7 µM; 360,000 tested, 0.46% active; AID 651710;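 active = every replicate showing at least 50% inhibition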
EWS-Fli block: EWS/Fli transcriptional activity inhibition | AID 651661 | A673 NR0B1-luciferase reporter, viability-normalised | 350,000 tested, 0.67% active | inhibition, % at 12.6 µM;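 active = mean inhibition of at least 50% after viability correction, with every replicate also passing that limit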;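 note: firefly luciferase signal divided by Alamar Blue viability fluorescence both relative to DMSO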
FN deposit inh: fibronectin deposition inhibition. AH1F fibroblasts, Alexa488-fibronectin deposition fluorescence, overnight. inhibition, % at 12.6 µM. 350,000 tested, 0.086% active. AID 743247;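 active = mean inhibition across replicates of 30% or more, regardless of how many single replicates reach that level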;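 note: positive control wells lacked labelled fibronectin entirely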
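Assay system: AH1F fibroblasts / Quantity: 10000 cells per well / Medium: DMEM plus 2% serum, read in PBS / Reagent: labelled fibronectin 24 nM / Dosing: single dose, pinned / Times: 1 h cell attachment, overnight exposure to compound and label / Signal: fluorescence, ex 485 nm, em 525 nm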
E-sel inducer: E-selectin induction on HUVECs | P16581 | HUVEC E-selectin immunofluorescence imaging; normalized: neutral wells 0, TNF-alpha wells 100 | activation, % at 7.58 µM | 260,000 tested, 0.37% active;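 active = mean E-selectin-positive cell signal at least 10% of the positive control, reached in at least 60% of replicates, without over 20% cell loss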;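 note: in these data hits start at about 27%; measured in HUVEC primary endothelial cells; signal is the percent of cells scored E-selectin positive by PE staining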
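Read-out: % PE-positive cells | Test system: HUVEC | Doses: One compound dose added by pin transfer | Buffer or medium: EGM-2 over gelatin coat | Signal: Immunofluorescence imaging | Benchmarks: TNF-alpha, DMSO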
esBAF inh: inhibitors of esBAF chromatin remodeling in mouse ES cells; Bmi1-luciferase knock-in reporter, 24 h; 100% = twice the neutral-well signal; reporter increase, % at 12.5 µM; 350,000 tested, 2% active; AID 602393; in the data active = activation above about 40%;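 note: 0% = median of the plate's neutral control wells and 100% = double that signal; a rise in the Bmi1 reporter signal indicates esBAF inhibition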
Starred values were filed as active, the others as inactive.

For Cc1ccc(OC(=O)CCC(=O)Nc2ccc(C)c(C)c2)cc1 the results were Xi reactivation 0.1, S100A4 inh HTS -7, RAD52 inh -11, EWS-Fli block -86 and FN deposit inh -6.
For CO[C@H]1CN(C)C(=O)c2cc(NC(C)=O)ccc2OC[C@H](C)N(Cc2cncnc2)C[C@H]1C the results were Xi reactivation -0.2, S100A4 inh HTS -6, RAD54 inh -2, RAD52 inh 6, EWS-Fli block -2, FN deposit inh -10, E-sel inducer 3.2 and esBAF inh -2.
`NC(=O)C1CCN(CC(O)CSc2ccccc2)CC1` (stereo not given) gave Xi reactivation 0.4, S100A4 inh HTS 4, RAD52 inh -23, EWS-Fli block -2, FN deposit inh -10, E-sel inducer 6.4 and esBAF inh 2.
Screening O=C(Cn1cc(C(F)(F)F)ccc1=O)N1CCCc2ccccc21 returned Xi reactivation 0.2, S100A4 inh HTS -6, RAD52 inh -18, EWS-Fli block -2, FN deposit inh -4, E-sel inducer -0.3 and esBAF inh -2.
Cc1ccc(S(=O)(=O)Cc2ccc(C(=O)N3CCN(Cc4ccccc4)CC3)o2)cc1 was read as Xi reactivation -0.1, S100A4 inh HTS -2, RAD54 inh -4, RAD52 inh -14, EWS-Fli block -8, FN deposit inh 2 and esBAF inh -5.
For COc1cc(C)ccc1OCc1cc(C(=O)NC(C)Cn2cncn2)no1 (stereo not given) the results were Xi reactivation 0.2, S100A4 inh HTS 1, RAD54 inh -7, RAD52 inh -10, EWS-Fli block -124, FN deposit inh 4, E-sel inducer 0.1 and esBAF inh 78*.
`CC(=O)c1c(N)n(C)c(=O)n(C)c1=O` gave S100A4 inh HTS -8, RAD54 inh 0, RAD52 inh 10, EWS-Fli block -3 and esBAF inh 4.
`COc1cccc(NC(=O)c2ccc(NCCCN3CCC(C)CC3)c([N+](=O)[O-])c2)c1` gave Xi reactivation -0.3, S100A4 inh HTS 7, RAD54 inh 5, RAD52 inh -29, EWS-Fli block 12, FN deposit inh -6, E-sel inducer 4.9 and esBAF inh -3.
CCC(=O)N1[C@@H]2Cn3c(ccc(C4=CCCCC4)c3=O)[C@H]1[C@@H](C(=O)N[C@@H](C)c1ccccc1)[C@@H]2CO was read as Xi reactivation 0.1, S100A4 inh HTS 11, RAD54 inh -3, RAD52 inh -15, EWS-Fli block -4, E-sel inducer -1.2 and esBAF inh 1.
O=C(N[C@@H]1C=C[C@H](CC(=O)N2CCN(c3ccccc3)CC2)O[C@H]1CO)c1ccccc1 was read as Xi reactivation 0.6, S100A4 inh HTS 1, RAD54 inh -20, RAD52 inh -37, EWS-Fli block -2, FN deposit inh -2, E-sel inducer 0.1 and esBAF inh -7.
NC(=O)/C=C/C(=O)Nc1ccc(Cl)cc1 was read as Xi reactivation 0.1, S100A4 inh HTS 15, RAD52 inh 2, EWS-Fli block 1, FN deposit inh -5 and E-sel inducer -0.5.
`COc1ccc2oc(C(=O)OC(C)C(=O)Nc3ccc(N4CCOCC4)cc3)c(C)c2c1` (stereo not given) gave Xi reactivation 0.1, S100A4 inh HTS -2, RAD54 inh 1, RAD52 inh -16, EWS-Fli block -20, FN deposit inh -5, E-sel inducer 0.4 and esBAF inh 13.
NS(=O)(=O)c1ccc(CNC(=O)c2ccc(S(=O)(=O)NCc3ccco3)cc2)cc1 was read as Xi reactivation 0.0, S100A4 inh HTS -4, RAD54 inh -8, RAD52 inh -8, EWS-Fli block 4, FN deposit inh 4 and esBAF inh -1.
Screening CCOc1ccc(N2C(=O)CC(N(Cc3ccco3)C(=O)CC)C2=O)cc1 (stereo not given) returned Xi reactivation 0.0, S100A4 inh HTS -6, RAD52 inh -5, EWS-Fli block 8 and FN deposit inh 13.
For C[C@H]1CN([C@@H](C)CO)C(=O)c2cc(C#CC3CCCCC3)cnc2O[C@@H]1CN(C)C(=O)Nc1ccccc1 the results were Xi reactivation -0.4, S100A4 inh HTS 2, RAD54 inh 7, RAD52 inh -5, EWS-Fli block 11, FN deposit inh -6, E-sel inducer -5.0 and esBAF inh 1.
For CSc1ccc(OC2(C)CCN(Cc3ccc(C(C)C)cc3)C2)cc1 (stereo not given) the results were Xi reactivation -0.1, S100A4 inh HTS 0, RAD54 inh 1, RAD52 inh 22, EWS-Fli block -10, FN deposit inh 4, E-sel inducer 0.1 and esBAF inh 4.
For O=S1(=O)CC(N2CCCCC2)CN1Cc1ccc(F)cc1 (stereo not given) the results were S100A4 inh HTS 3, RAD54 inh -7, RAD52 inh -2, EWS-Fli block 2, FN deposit inh -3, E-sel inducer -1.5 and esBAF inh -1.
For COc1ccc(NS(=O)(=O)c2cccc(C(=O)O)c2)cc1 the results were S100A4 inh HTS 5, RAD54 inh 3, RAD52 inh -2, EWS-Fli block 4 and esBAF inh -8.
`Cc1ccc(C(=O)N/C(=C\c2cccc([N+](=O)[O-])c2)C(=O)OCN2C(=O)c3ccccc3C2=O)cc1` gave Xi reactivation 0.1, S100A4 inh HTS 4, RAD52 inh -32, EWS-Fli block 1, FN deposit inh -4 and E-sel inducer 0.1.
Screening CO[C@@H]1CN(C)C(=O)c2cc(NC(=O)C3CCOCC3)ccc2OC[C@@H](C)NC[C@H]1C returned Xi reactivation 0.1, S100A4 inh HTS 4, RAD54 inh 8, RAD52 inh 13, EWS-Fli block -1, FN deposit inh -3, E-sel inducer 0.0 and esBAF inh 1.

Pulled by compound from the entries so far, 4 records:
For C[C@H]1CN([C@@H](C)CO)C(=O)c2cc(C#CC3CCCCC3)cnc2O[C@@H]1CN(C)C(=O)Nc1ccccc1 the results were Xi reactivation -0.4, S100A4 inh HTS 2, RAD54 inh 7, RAD52 inh -5, EWS-Fli block 11, FN deposit inh -6, E-sel inducer -5.0 and esBAF inh 1.
Screening O=C(Cn1cc(C(F)(F)F)ccc1=O)N1CCCc2ccccc21 returned Xi reactivation 0.2, S100A4 inh HTS -6, RAD52 inh -18, EWS-Fli block -2, FN deposit inh -4, E-sel inducer -0.3 and esBAF inh -2.
For COc1ccc(NS(=O)(=O)c2cccc(C(=O)O)c2)cc1 the results were S100A4 inh HTS 5, RAD54 inh 3, RAD52 inh -2, EWS-Fli block 4 and esBAF inh -8.
`CC(=O)c1c(N)n(C)c(=O)n(C)c1=O` gave S100A4 inh HTS -8, RAD54 inh 0, RAD52 inh 10, EWS-Fli block -3 and esBAF inh 4.

New compounds follow
For O=C(c1cnccn1)N1CC(=O)N2[C@H](C1)[C@H](c1ccc(-c3ccccc3)cc1)[C@@H]2CO the results were Xi reactivation 0.4, S100A4 inh HTS -5, RAD52 inh -3, EWS-Fli block 5 and E-sel inducer 0.0.
`CC1=NNC(=O)C1CC(=O)N/N=C/C=C/c1ccccc1` (stereo not given) gave Xi reactivation -0.1, S100A4 inh HTS -1, RAD52 inh -14, EWS-Fli block -6, FN deposit inh -7 and esBAF inh -11.
COC(=O)C(C)N=Cc1ccccc1 (stereo not given) was read as Xi reactivation 0.2, S100A4 inh HTS 7, RAD54 inh 8, RAD52 inh -2, EWS-Fli block 7 and esBAF inh -2.
For COc1ccc(C)cc1NC(=O)CN1CCN(c2ccccn2)CC1 the results were Xi reactivation 0.2, S100A4 inh HTS -11, RAD54 inh 15, RAD52 inh -4, EWS-Fli block -10, FN deposit inh -4, E-sel inducer 0.0 and esBAF inh 11.
`Cc1ccccc1OCCC(=O)N1CCN(S(=O)(=O)c2ccccc2F)CC1` gave Xi reactivation 0.0, S100A4 inh HTS 8, RAD54 inh -8, RAD52 inh -11, FN deposit inh -1 and E-sel inducer -0.1.
`O=C(Nc1cc(S(=O)(=O)N2CCOCC2)ccc1N1CCCCC1)c1ccccc1` gave Xi reactivation 0.4, S100A4 inh HTS -3, RAD54 inh 7, RAD52 inh -12, EWS-Fli block 13, FN deposit inh 11 and esBAF inh 4.
Screening O=C1NCC(Nc2ccccc2)C(=O)N1 (stereo not given) returned Xi reactivation 0.0, S100A4 inh HTS 0, RAD54 inh -9, RAD52 inh -9, EWS-Fli block 3, FN deposit inh 7 and esBAF inh 2.
For COc1cc(-c2nnc(NC(=O)CS(=O)(=O)c3ccc(Cl)cc3)o2)cc(OC)c1OC the results were Xi reactivation -0.1, S100A4 inh HTS 5, RAD54 inh -6, RAD52 inh -19, EWS-Fli block 3, FN deposit inh -8, E-sel inducer -0.2 and esBAF inh -4.
`Cc1ccc(C)c(NC(=O)CCC(=O)N/N=C/c2cccnc2)c1` gave Xi reactivation 0.1, S100A4 inh HTS 0, RAD54 inh -9, RAD52 inh 2, EWS-Fli block 9, FN deposit inh 4, E-sel inducer -2.8 and esBAF inh 3.
`Cc1ccc(NS(=O)(=O)c2c(C)ccc3nsnc23)c([N+](=O)[O-])c1` gave Xi reactivation 0.0, S100A4 inh HTS 4, RAD54 inh 3, RAD52 inh 2, EWS-Fli block -4, FN deposit inh -1 and esBAF inh -2.
Screening O=C(NCc1ccccc1)C(=O)Nc1nc(-c2ccccc2)cs1 returned Xi reactivation 0.0, S100A4 inh HTS 1, RAD54 inh -10, RAD52 inh -21, EWS-Fli block 6, FN deposit inh 11 and esBAF inh 3.
Screening CC(=O)NC12CC3CC(C1)CC(C(=O)Nc1ccc(C)c(S(=O)(=O)N4CCCCCC4)c1)(C3)C2 returned Xi reactivation 0.0, S100A4 inh HTS -3, RAD54 inh 4, RAD52 inh 2, EWS-Fli block 16, FN deposit inh -3 and esBAF inh 13.
For O=C(Cc1ccccc1)NCC(=O)N1CCCCC1 the results were Xi reactivation 0.0, S100A4 inh HTS 1, RAD54 inh 3, RAD52 inh -9, EWS-Fli block 2, FN deposit inh -3 and E-sel inducer 0.7.
Screening CCC(=O)N1C[C@@H](C)[C@@H](OC)CN(C)C(=O)c2ccc(NC(=O)C3CCOCC3)cc2OC[C@H]1C returned Xi reactivation 0.1, RAD54 inh -9, EWS-Fli block 1, FN deposit inh -1, E-sel inducer -0.2 and esBAF inh -2.
`CCOC(=O)C1CCN(c2nc(-c3ccc(Br)cc3)nc3ccccc23)CC1` gave Xi reactivation 0.3, S100A4 inh HTS 0, RAD52 inh -15, EWS-Fli block 12, FN deposit inh 2 and E-sel inducer 15.
Cn1c(SCC(=O)NCCc2ccc(S(N)(=O)=O)cc2)nc2ccccc2c1=O was read as Xi reactivation 0.0, S100A4 inh HTS 23, RAD52 inh -18, EWS-Fli block 4, FN deposit inh 9 and E-sel inducer 3.4.
